# Myeloid diff MLP = compounds promoting myeloid differentiation; ER-HoxA9 myeloid progenitors, lysozyme-GFP differentiation, flow cytometry; calls only at 10 µM; 360,000 compounds, 1% hits; AID 624256;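 active = normalized GFP-positive differentiation at or above the plate's own cutoff, the solvent-only control mean plus 3 SD; inconclusive = no clear call, values can overlap the other calls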;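 also: cells exposed to compound for four days before flow analysis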
# Myeloid diff MLP GFP+ MAC1+ % = further read-out of Myeloid diff MLP, marked with its call; GFP+ MAC1+ double positive, %; measured here: differentiation confirmed by MAC1 staining
# The depositor's hits bear a star; i = inactive; ? = inconclusive; . = no result given.
smiles,Myeloid diff MLP,Myeloid diff MLP GFP+ MAC1+ %
C=CC[C@H](CC(=O)OC(C)(C)C)C(=O)OC[C@@H]1CCCN1C(=O)[C@H](CC=C)CC(=O)N[C@H](CO)Cc1ccccc1,i,2.0
CC(=O)Nc1ccc(CN(C)c2c(C)nc3ccc(C(=O)Nc4ccc(Cl)c(Cl)c4)cn23)cc1,i,0.8
Cc1ccc(-c2noc(CCC(=O)N3CCN(c4cc(C)ccc4C)CC3)n2)cc1,i,0.5
CN(C)CC1CCC/C(=C\c2ccc(OC(=O)/C=C/c3ccccc3)cc2)C1=O (stereo not given),i,5.1
COc1ccc(NC(=O)N(C)C[C@@H]2Oc3c(NC(=O)Nc4c(C)noc4C)cccc3C(=O)N([C@@H](C)CO)C[C@@H]2C)cc1,i,1.0
CC1(C(=O)NS(=O)(=O)c2ccc3ccccc3c2)CCN1C(=O)C1(c2ccc(Cl)cc2)CCC1 (stereo not given),i,0.6
CC1(C(=O)NS(=O)(=O)c2ccccc2C(F)(F)F)CCN1C(=O)COc1ccc(Cl)cc1 (stereo not given),i,1.3
O=C(NCc1ccccc1)C1CNCC(C(=O)NCc2ccccc2)C1 (stereo not given),i,1.1

# (continued)
smiles,Myeloid diff MLP,Myeloid diff MLP GFP+ MAC1+ %
CCCCCCCCNCCS(=O)(=O)NC1CCCCC1,i,1.1
CCOc1cc(N2CCOCC2)c(OCC)cc1NC(=O)c1cccc(S(=O)(=O)N2CCOCC2)c1,i,1.1
Cc1ccc(C(O)c2ncc(-c3cccc(C(F)(F)F)c3)[nH]2)cc1F (stereo not given),i,0.5
O=C(COc1ccc2ccc(=O)oc2c1)Nc1ccc(N2CCCCC2)cc1,i,2.2
Cc1c2ccccc2nc2ccccc12,i,0.5
CSc1cccc(NC(=O)COC(=O)c2ccccn2)c1,i,0.4
Cc1nc(NC(=O)C(C)(C)C)sc1-c1nc(N)sc1-n1cc(-c2ccccc2)nn1,i,0.0
CCCS(=O)(=O)NC(=O)C1(C)CCCN(C(=O)c2cc(-c3ccccc3)cs2)C1 (stereo not given),i,0.3

# (listing goes on)
smiles,Myeloid diff MLP,Myeloid diff MLP GFP+ MAC1+ %
Cc1ccc(NC(=O)CN(C)C(=O)c2ccc(NS(=O)(=O)c3ccc4[nH]c(=O)[nH]c4c3)cc2)cc1,i,0.6
CCCNC(=O)N1C[C@H](O)COC[C@H]2O[C@@H](CC(=O)N[C@@H]3CCN(Cc4ccccc4)C3)CC[C@@H]21,i,1.7
COc1ccc(C(=O)NCC(=O)OCC(=O)c2ccccc2Br)cc1OC,i,0.8
Cc1ccccc1OCCC(=O)OCC(=O)NCCc1ccc(S(N)(=O)=O)cc1,i,0.8
CCOC(=O)C1CCCN(S(=O)(=O)NC[C@H]2O[C@@H](n3cnc4c(N)ncnc43)[C@H](O)[C@@H]2O)C1 (stereo not given in full),i,1.7
Nc1nc2cc(Cl)ccc2n1N,i,1.5
NC(=O)c1ccc(NS(=O)(=O)c2ccc(S(=O)(=O)N3CCCC3)cc2)cc1,i,1.0
CN(C(=O)c1cccc(NC(=O)Cc2cccc(NC(=O)C3CCN(C(=O)C4CCC4)CC3)c2)c1)C1CCC1,i,0.4

# New compounds follow:
smiles,Myeloid diff MLP,Myeloid diff MLP GFP+ MAC1+ %
Cc1ccc(N2C(=O)N(CC(=O)N3c4ccccc4CC3C)C(=O)C2C)cc1 (stereo not given),i,0.7
CC1(C)OC(=O)C2=C(C[C@@H](C3CCCCC3)O[C@@H]2c2ccc(Cl)cc2)O1,i,0.8
CN(C)C(=O)c1ccc(NC(=O)c2ccccc2SCC(=O)N2CCCC2)cc1,i,0.3
Cc1cc(NC(=O)c2ccc(OCC3CCCO3)cc2)ccc1Br (stereo not given),i,0.3
CCCCn1c(NCc2cc(C)ccc2O)nc2ccccc21,i,0.7
COc1ccc(C(=O)Nc2cccc(S(=O)(=O)NC3=NCCCCC3)c2)cc1,i,0.6
CC1(C(=O)NS(=O)(=O)Cc2cccc(Cl)c2)CCN1C(=O)c1ccc(C2CCCCC2)cc1 (stereo not given),i,1.0
CN(C)CCN(C(=O)C1CCCCC1)c1nc2cc3c(cc2s1)OCCO3,i,1.0

# Later entries:
smiles,Myeloid diff MLP,Myeloid diff MLP GFP+ MAC1+ %
C[C@H](CO)N1C[C@H](C)[C@H](CN(C)Cc2ccc(Oc3ccccc3)cc2)Oc2ccc(NC(=O)Nc3cccc4ccccc34)cc2CC1=O,i,0.1
O=C(CCC1CCCCC1)NC1CCCCC1,i,0.8
COc1cccc(C2=CC(=O)C[C@H](c3ccc(Cl)cc3)C2)c1,i,1.5
COc1cc(C(=O)OCC(=O)c2cc(C)n(CC3CCCO3)c2C)ccc1OCC(=O)N1CCOCC1 (stereo not given),i,0.9
O=C(C=Cc1ccccc1O)c1ccccc1O,i,0.1
CCOC(=O)[C@H]1[C@H]2COc3cc(OC)ccc3[C@@H]2N2C(=O)CN(Cc3ccc(C)cc3)C(=O)[C@@]12C,i,1.6
CC(OC(=O)c1ccc(Cl)nc1)C(=O)Nc1ccc2c(c1)OCO2 (stereo not given),i,0.5
Cc1ccc(C)c(S(=O)(=O)N2CCN(C(=O)[C@H](Cc3ccccc3)NC(=O)c3ccco3)CC2)c1,i,0.9

# 4 compounds from above, sorted by the number in Myeloid diff MLP GFP+ MAC1+ %, ascending.
smiles	Myeloid diff MLP GFP+ MAC1+ %
Cc1cc(NC(=O)c2ccc(OCC3CCCO3)cc2)ccc1Br (stereo not given)	0.3
CC1(C)OC(=O)C2=C(C[C@@H](C3CCCCC3)O[C@@H]2c2ccc(Cl)cc2)O1	0.8
COc1ccc(NC(=O)N(C)C[C@@H]2Oc3c(NC(=O)Nc4c(C)noc4C)cccc3C(=O)N([C@@H](C)CO)C[C@@H]2C)cc1	1.0
CCCNC(=O)N1C[C@H](O)COC[C@H]2O[C@@H](CC(=O)N[C@@H]3CCN(Cc4ccccc4)C3)CC[C@@H]21	1.7

# Following part.
smiles,Myeloid diff MLP,Myeloid diff MLP GFP+ MAC1+ %
CC(C)(C)OC(=O)Nc1ccc([C@@H](NC(=O)OC(C)(C)C)C(=O)OC(C)(C)C)cc1,i,1.1
CCCCn1nnnc1C(c1ccccc1)N1CCN(c2ccccc2)CC1 (stereo not given),i,0.9
COc1ccc(C#Cc2c(-c3ccc(OC)cc3)oc3ccc(-c4ccc(OC)cc4)cc23)cc1,i,1.9
NC(=O)CCCn1c(C(=O)c2ccc(Cl)cc2)c2ccc([N+](=O)[O-])cc2[n+]1[O-],?,.
CCCCCCCCN1C(=O)[C@H](CC(=O)NCC2CCCCC2)C[C@@]2(C(=O)OC)CC(C)(C)CC=C12,i,3.9
COc1ccc(-c2oc3ccccc3c2C#CC(C)(C)O)cc1,i,0.9
O=C(COC(=O)CCc1nc2ccccc2c(=O)[nH]1)Nc1ccccc1OC(F)F,i,1.2
C[C@H](CO)N1C[C@H](C)[C@@H](CN(C)S(=O)(=O)c2ccc(F)cc2)Oc2ccc(NC(=O)Nc3ccccc3)cc2C1=O,i,0.5

# Additional entries follow.
smiles,Myeloid diff MLP,Myeloid diff MLP GFP+ MAC1+ %
COc1ccc(NC(=O)c2ccc(NC(=O)CSc3nc(N)cc(=O)[nH]3)cc2)cc1,i,1.0
Cc1ccc(S(=O)(=O)N(CC(=O)c2ccccc2)C(=O)N2CCN(C)CC2)cc1,i,0.9
O=C(COC(=O)/C=C/c1ccc(Cl)cc1Cl)NCC1CCCO1 (stereo not given),i,1.2
COc1ccc(CNC(=O)Nc2nnc([C@H]3C[C@H](O)[C@@H](CO)O3)s2)cc1,i,1.1
CCN(CC)CCNC(Cc1ccccc1)c1cccc(OC)c1 (stereo not given),?,.
O=C(CNS(=O)(=O)c1ccc2c(c1)OCCCO2)N1CCN(Cc2ccccc2)CC1,i,1.6
COC(=O)c1sccc1NC(=O)c1cccc(F)c1,i,0.4
N#Cc1ccccc1S(=O)(=O)N1CCN(C(=O)Cc2n[nH]c(=O)c3ccccc23)CC1,i,1.2

# (listing goes on)
smiles,Myeloid diff MLP,Myeloid diff MLP GFP+ MAC1+ %
C[C@@H]1NC(=O)[C@@]2(C)[C@@H](c3ccccc3)[C@H]3COc4ccccc4[C@@H]3N2C1=O,i,2.5
O=C1NC(=O)C2(Br)Nc3ccc(Br)cc3C(=O)C2N1 (stereo not given),i,1.0
CCOc1ccc(OCC)c(NC(=O)C2CCCN(C(=O)c3ccc(Cl)cc3)C2)c1 (stereo not given),i,0.4
CCCCNc1c(-c2ccc(OC)c(SC(C)CC)c2)nc2cnccn12 (stereo not given),i,3.0
COC1OCC(O)C(NC(=O)N(C)N=O)C1O (stereo not given),i,1.2
NC(Cc1ccc(C(F)(F)F)cc1)c1csc(Nc2ccccn2)n1 (stereo not given),i,1.7
COc1ccccc1-c1sc2ccccc2c1-c1ccc2c(c1)OCCO2,i,0.8
Cn1c(N)c(C(=O)COC(=O)Cc2ccc(Cl)c(Cl)c2)c(=O)n(C)c1=O,i,2.0

# One compound at a time, from the list above. Order of values: Myeloid diff MLP, Myeloid diff MLP GFP+ MAC1+ %
# `CCCCNc1c(-c2ccc(OC)c(SC(C)CC)c2)nc2cnccn12` (stereo not given) across the screens: i, 3.0
# `COC1OCC(O)C(NC(=O)N(C)N=O)C1O` (stereo not given) across the screens: i, 1.2
# `C[C@@H]1NC(=O)[C@@]2(C)[C@@H](c3ccccc3)[C@H]3COc4ccccc4[C@@H]3N2C1=O` across the screens: i, 2.5

# (more compounds)
smiles,Myeloid diff MLP,Myeloid diff MLP GFP+ MAC1+ %
COc1ccc(/C=C/C(=O)OCC(=O)Nc2ncc(Cl)cc2Cl)cc1,i,1.6
C=CCn1c(SCC(=O)Nc2cc(C)on2)nnc1-c1ccncc1,i,0.2
Nc1nc(COC(=O)C2CC(=O)N(CCc3ccccc3)C2)nc(Nc2ccccc2)n1 (stereo not given),i,0.7
CCCCC1CCC(C(=O)N(CCOC)c2c(N)n(CC(C)C)c(=O)[nH]c2=O)CC1 (stereo not given),i,1.0
COc1ccc2c(c1)C(C)(CCN)C(=O)N2C (stereo not given),i,1.3
Cc1nnc(NC(=O)CSc2nnc(CNC(=O)c3ccccc3F)n2C(C)C)s1,i,0.7
CCC(C)Sc1cc(-c2nc3ccc(Cl)cn3c2NC2CCCCC2)ccc1OC (stereo not given),?,2.4
CC(=O)Nc1cccc(N)c1,i,1.1

# More compounds follow:
smiles,Myeloid diff MLP,Myeloid diff MLP GFP+ MAC1+ %
C[C@@H]1Cn2cnc(C(=O)NCC(=O)OC(C)(C)C)c2C(=O)N1,i,1.1
CC1=C(C(=O)Nc2ccc(C(=O)NCCCN3CCCCC3C)cc2)SCCO1 (stereo not given),i,2.1
Cc1ccc(Cn2c(C(C)Nc3nc(-c4ccc(Cl)c([N+](=O)[O-])c4)cs3)nc3cc(C(F)(F)F)ccc32)cc1 (stereo not given),i,0.4
Nc1nc2c(ncn2[C@@H]2O[C@H](CNC(=O)[C@H](N)Cc3cncn3COCc3ccccc3)[C@@H](O)[C@H]2O)c(=O)[nH]1,i,0.9
Cc1ccccc1-c1cc2nc(NCc3ccc4occc4c3)n(C)c(=O)c2s1,i,1.0
Cc1c(C2(O)CCCCC2)[nH]c2ccc(C#N)cc12,i,2.3
COc1ccccc1N1CCN(CCCN2C(=O)C3CCCN3C2=O)CC1 (stereo not given),i,0.2
COc1ccc(CNC(=O)COC(=O)CN2C(=O)C3CCCCC3C2=O)cc1 (stereo not given),i,0.3

# Remaining list, next part
smiles,Myeloid diff MLP,Myeloid diff MLP GFP+ MAC1+ %
COc1ccc(OC)c(CC(=O)Nc2cc(S(=O)(=O)N3CCCCC3)ccc2C)c1,i,1.2
O=C(O)c1ccn(CSc2cc(Cl)ccc2Cl)n1,i,0.4
Cc1csc(=O)n1CCC(=O)OCC(=O)NNC(=O)c1ccc(Cl)cc1,i,1.1
C[C@@H]1CN([C@H](C)CO)C(=O)CCCn2cc(nn2)CO[C@H]1CN(C)C(=O)c1ccncc1,i,0.4
COc1ccc(CN2C[C@@H](CO)O[C@@H](n3cnc4c(NCCCO)ncnc43)C2)cc1,i,1.1
COc1cc(-c2cc3nc(NCc4cccs4)ccn3n2)cc(OC)c1OC,i,1.0
O=C(CNc1ccccc1Cl)Nc1cc(S(=O)(=O)N2CCOCC2)ccc1Cl,i,0.3
CN1C(=O)c2ccccc2C(O)c2ccccc21 (stereo not given),i,0.4

# New compounds follow.
smiles,Myeloid diff MLP,Myeloid diff MLP GFP+ MAC1+ %
C[C@@H]1CN([C@@H](C)CO)C(=O)CCCn2nncc2CO[C@H]1CN(C)Cc1ccncc1,i,0.1
Cc1cc(C)c(OCC(=O)OC(C)C(=O)NCc2ccccc2)c(C)c1 (stereo not given),i,0.9
Clc1cccc(-c2ccc3nccn3c2)c1Cl,i,0.2
COc1ccc(N(CCC(=O)NCCc2ccccc2)S(=O)(=O)c2ccc(C)cc2C)cc1,i,0.4
CC(C)(C)NC(=O)C[C@H]1C[C@H](C(=O)N2CCOCC2)[C@@]2(CCC3CCCC3)c3[nH]c4cc(-c5ccco5)ccc4c3CCN2C1=O,i,3.7
C[C@H](CO)N1C[C@H](C)[C@@H](CN(C)S(=O)(=O)c2cccc(F)c2)OCc2cn(nn2)CCCC1=O,i,0.5
Cc1cc(C)c2c(CN(Cc3ccccc3)Cc3ccccc3)cc(=O)oc2c1,i,1.1
CCc1ccc(C(=O)COC(=O)CNC(=O)C2CCCCC2)cc1,i,0.5

# (listing goes on)
smiles,Myeloid diff MLP,Myeloid diff MLP GFP+ MAC1+ %
COc1ccc(NS(=O)(=O)c2cccc(C(=O)NN=Cc3ccc(OC)cc3OC)c2)cc1,i,1.8
CC(=O)Nc1sc(C)c(C)c1C(=O)OCC(=O)NCc1ccc(Cl)cc1,i,0.1
O=C1c2ccccc2C(c2nnnn2-c2ccc3c(c2)OCCO3)N1CCc1ccccc1F (stereo not given),i,0.6
CCc1nc2c(OCC=C(C)C)cccn2c1N(C)C(=O)c1ccccc1F,i,0.9
O=C1NC(=O)C2(CCCC2)N1,i,1.0
COc1c(C)cc(C(O)c2ncc(-c3ccccc3)[nH]2)cc1C (stereo not given),i,0.4
CC(C)C[C@H]1CN=C(Nc2ccccc2)N1CCc1ccc(F)cc1,i,1.7
NC(=O)C1CCN(C(=O)c2cc(-c3ccccc3Cl)nc3ccccc23)CC1,i,1.3
Cn1ccnc1C(=O)Cc1ccc([N+](=O)[O-])cc1,i,1.8

# Only part of the results is shown (hit frequency here may not be typical).
